HepG2 tox = qHTS for Inhibitors of TGF-b: Cytotox Counterscreen. HepG2 CAGA-GFP viability, ATP luminescence, 18 h. Potency, µM (highest dose often 46.1 µM), inactives show at the highest dose activity change, negative = cytotoxicity, most hits filed as cytotoxic. AID 588856, 2011. 410,000 compounds, 0.76% hits; also: potency is read from the fitted curve at half-maximal effect; some results filed as inactive show a strong effect at the top dose
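HepG2 CAGA-GFP cells (1000/well, DMEM with 1% FBS) received compound, then TGF-beta at 500 pg/mL final, and were incubated 18 hours at 37 degrees C. Viability was read by CellTiter-Glo luminescence. Media-only wells were set as complete cell-killing and DMSO as no toxicity.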
KB-3-1 tox = qHTS assay for MDR1-selective chemotherapeutics: Primary screen using the parental adenocarcinoma cell KB-3-1; KB-3-1 viability, CellTiter-Glo ATP luminescence, 72 h; Potency, µM (top dose mostly 46.1 µM), for inactives: at the highest dose activity change, negative = cytotoxic, most hits filed as cytotoxic; 400,000 compounds, 1.4% hits; also: potency is read from the fitted curve at half-maximal effect; % is scaled to controls: 0 for no effect and ±100 for the full control effect; nearly all actives have a fitted effect of over 60% in size
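Viability of parental KB-3-1 cells, measured by CellTiter-Glo luminescence, followed a 72 h incubation at 37 °C with pinned compounds in phenol-red-free DMEM containing 10% FBS.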
S2 tox = Viability Counterscreen for Primary qHTS for Inhibitors of ATXN expression; S2 cells (HEK-293 line with an ATXN2-luciferase reporter) viability, CellTiter-Fluor protease fluorescence, 24 h; Potency, µM (top dose mostly 56.7 µM), usual class: cytotoxic; 400,000 compounds, 0.49% hits; also: potency is read from the fitted curve at half-maximal effect; nearly all actives have a fitted effect of over 40% in size
HT1080 IDH1KD tx = qHTS for induction of synthetic lethality in tumor cells producing 2HG: qHTS for the HT-1080-IDH1KD cell line; Potency, µM (top dose mostly 46.1 µM), without a hit: at the highest dose activity, negative = toxicity, usual class: cytotoxic; 360,000 compounds, 2% hits; HT-1080 IDH1 knockdown viability, ATP luminescence, 48 h; AID 686971, 2013;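 also: potency is read from the fitted curve at half-maximal effect; 0% = DMSO wells and -100% = cell-free medium wells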
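% activity derives from luminescence (CellTiter-Glo), normalised to DMSO and no-cell wells. HT-1080-IDH1KD cells, 750/well, had 48 h compound exposure at 37 °C.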
HT1080NT lethal = qHTS for induction of synthetic lethality in tumor cells producing 2HG: qHTS for the HT-1080-NT fibrosarcoma cell line. HT-1080-NT fibrosarcoma viability, CellTiter-Glo ATP luminescence, 48 h. 360,000 compounds, 1.6% hits. AID 686970, 2013. Potency, µM (series often up to 46.1 µM), for inactives: top-dose activity, negative = less viability, hits mostly cytotoxic;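 also: NT is the 2HG producing partner of a matched IDH1 knockdown line; potency is read from the fitted curve at half-maximal effect; 0% = DMSO-treated cells and -100% = media-only wells without cells; nearly all actives have a fitted effect of over 55% in size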
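750 cells/well, RPMI + 5% FBS; 2 h settle, compound pin-transfer, 48 h at 37 degrees C. CellTiter-Glo 10 min RT, luminescence. Normalized to DMSO and media-only wells.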
ATXN2 expr inh = Primary qHTS for Inhibitors of ATXN expression. HEK-293 ATXN2-luciferase reporter, luminescence, 24 h. Potency, µM (doses to about 57 µM), inactives show at the top dose activity change, negative = inhibition, actives largely listed as inhibitors. 360,000 compounds, 0.72% hits. AID 1745845, 2022; also: potency is read from the fitted curve at half-maximal effect; % is scaled to controls: 0 for no effect and ±100 for the full control effect; nearly all actives have a fitted effect of over 55% in size
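ATXN2-luciferase reporter cells (luciferase flanked by upstream and downstream ATXN2 gene portions) were treated 24 h at 37 °C with compounds at up to 57 uM. SteadyGlo luminescence gave expression; GF-AFC fluorescence gave viability.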
SW480 rereplic = A quantitative high throughput screen for small molecules that induce DNA re-replication in SW480 colon adenocarcinoma cells; SW480 DNA re-replication, Hoechst DNA content imaging, 48 h; Potency, µM (highest dose often 46.1 µM), for inactives: top-dose re-replication activation, usual class: activators; 340,000 compounds, 1.8% hits; also: potency is read from the fitted curve at half-maximal effect; % of control where 0% means no effect; nearly all actives have a fitted effect of over 55% in size
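250 cells/well; 23 nL cpd via pin tool; 48 hr, 37 C, 5% CO2; Hoechst 40 min; imager read of total nuclear intensity, ex 405/em 500-530 nm.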
IL1B secr inh = qHTS for Inhibitors of Inflammasome Signaling: IL-1-beta AlphaLISA Primary Screen. AID 743279, 2014. activity change, % at 57.5 µM. THP-1 LPS/ATP IL-1B secretion, AlphaLISA, 16 h; hits give low values. 360,000 compounds, 4.7% hits; in the data active = activity change below about -50%; inconclusive = mostly about -30% to -49%; also: % is scaled to controls: 0 for no effect and ±100 for the full control effect
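THP-1 cells pretreated 1 hr with compounds (up to 57.5 uM final), then stimulated with LPS (250 ng/mL final) plus ATP (1.25 mM final); secreted IL-1B measured by AlphaLISA after 16 hr, decreased signal indicating inhibition.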
MCF10A rereplic = A quantitative high throughput screen for small molecules that induce DNA re-replication in MCF 10a normal breast cells | MCF 10A DNA re-replication, Hoechst nuclear intensity, 48 h | Potency, µM (doses to about 46.1 µM), for the others: at the top dose activity, positive = re-replication, most hits filed as activators | 350,000 compounds, 2.9% hits | AID 624296, 2012; also: potency is read from the fitted curve at half-maximal effect; % of control where 0% means no effect; nearly all actives have a fitted effect of over 50% in size
Active calls of the source: *; i = inactive; ? = inconclusive; nt = no result given; [ ] = another dose, or the depositor's remark. Unless noted, calls follow the shape of the dose curve; as a rule, active = well fitted curve in the direction sought with a large enough effect; inconclusive = small, poorly fitted or top-dose-only effect, or another doubt; inactive = no such curve, though single readings can be large; an effect the other way counts as inactive or inconclusive.

No.	SMILES	HepG2 tox	KB-3-1 tox	S2 tox	HT1080 IDH1KD tx	HT1080NT lethal
1	C=CCNC(=O)CN1CCC(O)(c2ccc(F)cc2)CC1	4%	21%	i	7%	5%
2	C=CCn1c(C)nc2c(cnn2-c2ccccc2)c1=O	-16%	-13%	i	13%	13%
3	CC(C)CCN1CCC(CN2C(=O)C(=O)NC[C@@H]2Cc2ccccc2)CC1	1%	?	i	8%	5%
4	CC1=C(C(=O)Nc2ccc(C(=O)NCCC(C)C)cc2)SCCO1	-11%	24%	?	19%	?
5	COCCN(C(=O)COC(=O)CSc1ccccc1)c1c(N)n(Cc2ccccc2)c(=O)[nH]c1=O	-5%	4%	i	5%	-2%
6	O=C(CSc1nc(-c2ccccc2)nn1C(=O)c1ccccc1)Nc1cccc([N+](=O)[O-])c1	-12%	?	i	2%	-1%
7	CN(C)NC(=S)Nc1ccc2nc(-c3ccccn3)c(-c3ccccn3)nc2c1	-10%	8%	i	3%	13%
8	COc1ccc(Nc2ccc(Cl)nn2)cc1	-22%	-4%	i	26%	?
9	Clc1cc(NCc2cccs2)ccc1N1CCOCC1	-5%	-1%	i	3%	9%
10	COc1ccc(Cc2nc3ccccc3n2Cc2ccccc2C)cc1	-24%	4%	?	nt	nt

No.	ATXN2 expr inh	SW480 rereplic	IL1B secr inh	MCF10A rereplic
1	8%	-2%	0	-8%
2	17%	3%	-3	-2%
3	6%	9%	19	7%
4	-35%	-2%	-11	14%
5	-9%	-101%[inhibitor]	7	-4%
6	-19%	-8%	38	5%
7	-2%	?	-10	35%
8	18%	-3%	-15	1%
9	32%[activator]	2%	-12	4%
10	-35%	nt	nt	nt

Continuation.
No.	SMILES	HepG2 tox	KB-3-1 tox	S2 tox	HT1080 IDH1KD tx	HT1080NT lethal
11	COc1ccc(N(CC(=O)Nc2ccc(S(=O)(=O)N3CCCCC3)cc2)S(C)(=O)=O)cc1OC	-15%	-1%	i	-5%	-4%
12	COc1ccccc1NC(=O)CCc1nnc2ccc(N3CCCCC3)nn12	-6%	1%	i	8%	13%
13	COc1ccc(Cl)cc1S(=O)(=O)N1CCCC(C(=O)N2CCOCC2)C1 (stereo not given)	-11%	20%	i	1%	11%
14	COc1ccc(OC)c(NC(=O)Cn2cnc3c(cnn3-c3ccccc3)c2=O)c1	-11%	2%	?	-1%	-6%
15	COc1ncnc2c1ncn2CCCNCCN1CCOCC1	7%	?	i	8%	17%
16	Cc1cc(N2CCN(S(=O)(=O)c3ccccc3)CC2)c2ccccc2n1	-35%	-21%	?	?	?
17	Cc1cc2c(OCC(O)CNCc3ccco3)cccc2[nH]1 (stereo not given)	-9%	-9%	i	?	-25%
18	COc1cccc2c(Nc3ccccc3C)cc(C)nc12	-20%	-9%	i	?	?
19	COC(=O)COc1nc(C)c2c(c1C#N)CC(C)(C)OC2	4%	-7%	i	-2%	-1%
20	CCCn1c(SCC(=O)NCc2ccco2)nc2c1c(=O)n(C)c(=O)n2C	-2%	-7%	i	6%	13%

No.	ATXN2 expr inh	SW480 rereplic	IL1B secr inh	MCF10A rereplic
11	-7%	3%	-14	6%
12	8%	-8%	-4	4%
13	16%	-3%	5	7%
14	-14%	-5%	12	14%
15	4%	nt	44	nt
16	-23%	?	-15	3.7µM*
17	-18%	?	-19	-1%
18	-37%	0%	-101*	23%
19	2%	18%	-3	13%
20	-1%	0%	-25	2%

(more compounds)
No.	SMILES	HepG2 tox	KB-3-1 tox	S2 tox	HT1080 IDH1KD tx	HT1080NT lethal
21	Cc1ccc(S(=O)(=O)N2CCC(=O)N(CCOCc3cccc(C)c3)CC2)cc1	-11%	0%	?	-3%	4%
22	CC(=O)N1C(c2ccccc2O)C[C@]2(C)CC(=O)NC12 (stereo not given in full)	3%	?	i	21%	9%
23	COc1ccc(N(CCC#N)C(=O)/C(C#N)=C\c2cccs2)cc1	6%	-16%	i	0%	3%
24	Cc1nnsc1C(=O)NC1CCCc2c1cnn2-c1cc(F)cc(F)c1 (stereo not given)	-14%	6%	i	0%	2%
25	COc1cc([N+](=O)[O-])ccc1NC(=S)Nc1cccc(C(=O)O)c1	20%	-7%	?	?	-6%
26	CCCOc1ccc(C(=O)Nc2cc(S(=O)(=O)N3CCOCC3)ccc2N2CCOCC2)cc1	10%	?	i	-9%	-6%
27	CCn1c(COc2ccc(Cl)c(C)c2)nnc1SCC(=O)N1CCCC1	-14%	-13%	i	-2%	1%
28	COc1ccc(/C=N/NC(=O)C[n+]2ccccc2)c(OC)c1	0%	4%	i	1%	2%
29	CCc1ccc(NC(=O)C(=O)NCC(c2cccnc2)N2CCN(Cc3ccccc3)CC2)cc1 (stereo not given)	10%	-18%	i	nt	nt
30	Cn1c(CC(=O)c2ccc(Br)cc2)[n+](C)c2ccccc21	-20%	-15%	i	-17%	-15%

No.	ATXN2 expr inh	SW480 rereplic	IL1B secr inh	MCF10A rereplic
21	-11%	2%	-9	3%
22	4%	0%	-8	2%
23	10%	-5%	5	3%
24	8%	-4%	15	-1%
25	-6%	5%	4	6%
26	6%	-5%	-53*	?
27	-8%	2%	8	-2%
28	1%	-72%[inhibitor]	8	1µM*
29	3%	nt	nt	nt
30	2%	-5%	29	0%

Fetched one by one from the list above, 4 records:
No.	SMILES	HepG2 tox	KB-3-1 tox	S2 tox	HT1080 IDH1KD tx	HT1080NT lethal
23	COc1ccc(N(CCC#N)C(=O)/C(C#N)=C\c2cccs2)cc1	6%	-16%	i	0%	3%
29	CCc1ccc(NC(=O)C(=O)NCC(c2cccnc2)N2CCN(Cc3ccccc3)CC2)cc1 (stereo not given)	10%	-18%	i	nt	nt
26	CCCOc1ccc(C(=O)Nc2cc(S(=O)(=O)N3CCOCC3)ccc2N2CCOCC2)cc1	10%	?	i	-9%	-6%
25	COc1cc([N+](=O)[O-])ccc1NC(=S)Nc1cccc(C(=O)O)c1	20%	-7%	?	?	-6%

No.	ATXN2 expr inh	SW480 rereplic	IL1B secr inh	MCF10A rereplic
23	10%	-5%	5	3%
29	3%	nt	nt	nt
26	6%	-5%	-53*	?
25	-6%	5%	4	6%

Other structures follow:
No.	SMILES	HepG2 tox	KB-3-1 tox	S2 tox	HT1080 IDH1KD tx	HT1080NT lethal
31	COc1ccc(C(=O)N2CCN(C(=O)c3ccco3)CC2)cc1	-12%	-1%	i	7%	5%
32	COCCNC(=O)c1ccc2c(=O)n(Cc3ccco3)c(SCC(=O)Nc3ccc(OC)cc3OC)nc2c1	-3%	-2%	i	?	-29%
33	C/C(CC(=O)Nc1ccccn1)=N\NC(=O)c1ccc([N+](=O)[O-])cc1Cl	19%	5%	i	16%	-3%
34	CCCCOc1ccc(Cl)cc1CSc1n[nH]c(C)n1	-20%	1%	i	3%	-1%
35	Cc1cc(OCC(=O)N2CCCC2)cc(C)c1Cl	0%	23%	i	5%	?
36	COc1ccc(-n2nnc3c(=O)n(CC(=O)NCC4CCCO4)cnc32)cc1 (stereo not given)	0%	0%	i	9%	2%
37	Oc1[nH]c2ccccc2c1C=Nc1ccccc1	-19%	11%	i	-8%	-3%
38	COc1cc(C2/C(=C(/O)c3ccc(OCC(C)C)cc3)C(=O)C(=O)N2CCN(C)C)ccc1O (stereo not given)	-10%	7%	i	-4%	4%
39	Cc1ccc(CNC(=O)COC(=O)c2cncc(Br)c2)cc1	5%	1%	i	7%	11%
40	CCOC(=O)c1c(C)[nH]c(C)c1S(=O)(=O)N1CCCC(C(=O)NCc2ccc(C)cc2)C1 (stereo not given)	-16%	23%	i	nt	nt

No.	ATXN2 expr inh	SW480 rereplic	IL1B secr inh	MCF10A rereplic
31	-7%	2%	-10	-1%
32	-4%	-12%	11	-1%
33	-19%	-3%	-1	-1%
34	?	0%	-8	?
35	10%	-7%	-8	2%
36	2%	-16%	13	-3%
37	9%	5%	0	?
38	1%	0%	-16	?
39	24%	-25%	13	-22%
40	4%	nt	nt	nt

Additional structures follow.
No.	SMILES	HepG2 tox	KB-3-1 tox	S2 tox	HT1080 IDH1KD tx	HT1080NT lethal
41	COc1ccc(S(=O)(=O)NCc2ccco2)c2ccccc12	-18%	11%	i	-11%	-18%
42	Cc1csc2nc(-c3ccc(NS(=O)(=O)c4cc(F)ccc4F)cc3)cn12	-7%	-2%	i	nt	nt
43	CCOc1ccc(C(=O)Nc2ccc3nc4c(c(Nc5ccccc5OC)c3c2)CCCC4)cc1	-38%	-30%	14µM*	nt	nt
44	COc1ccc(/C=C/C(=O)c2ccc3c4c(cccc24)CC3)cc1OC	-56%	?	i	16µM*	?

No.	ATXN2 expr inh	SW480 rereplic	IL1B secr inh	MCF10A rereplic
41	6%	?	16	5%
42	4%	nt	nt	nt
43	?	nt	nt	nt
44	16µM*	?	-3	18µM*
